PAX8 reporter: lowers PAX8-driven luciferase in RMG-I cells | inhibition, % at 12.6 µM | 360,000 compounds, 1.2% hits | RMG-I TPO-luciferase reporter, SteadyGlo, 24 h | AID 652154;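 active = mean replicate inhibition at least 60% with every replicate also reaching 60%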;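 note: luciferase light reporting Pax8 driven TPO promoter activity; plate controls were median of neutral control wells for no effect and mitoxantrone controls for full effect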
miR122 inh: miR-122 inhibition in Huh7 cells. Huh7 miR-122 Renilla luciferase sensor, 48 h; neutral wells = 0, positive control = 100. 340,000 compounds, 0.3% hits. activation (reporter increase), % at 12.5 µM;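 active = mean replicate activation score at least 90 and every replicate individually at or above 90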;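 note: higher luciferase means less miR-122 activity so hits act as miR-122 inhibitors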
LGR2 inh: Drosophila LGR2 receptor signaling inhibition | HEK293 LGR2, CRE-luciferase, bursicon-stimulated, 4 h | 380,000 compounds, 0.35% hits | inhibition, % at 9.99 µM;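 active = drop in luminescence signal, shown as inhibition above about 50% in the replicate tests, limit read from the data, passing the limit was not always enough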;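 note: agonist challenge used bursicon conditioned medium at about half maximal strength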
PGC1a acetyl inh: modulators of PGC1a acetylation; AID 651687; inhibition, % at 15.6 µM; 350,000 compounds, 0.17% hits; U2OS PGC1a acetylation, AlphaScreen anti-acetyl-lysine; with virally co-expressed GCN5 acetyltransferase;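 active = every replicate shows inhibition of at least 40%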;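 note: 0% = neutral control wells and 100% = positive control wells; some results beyond the cut were filed as inactive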
EWS-Fli block: EWS/Fli transcriptional activity inhibition. 350,000 compounds, 0.67% hits. A673 NR0B1-luciferase reporter, viability-normalised. AID 651661. inhibition, % at 12.6 µM;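 active = mean inhibition of at least 50% after viability correction, with every replicate also passing that limit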;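 note: firefly luciferase signal divided by Alamar Blue viability fluorescence both relative to DMSO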
Cneo AK release: Cryptococcus neoformans lysis via adenylate kinase release; lysis activity, % at 15 µM; 360,000 compounds, 0.2% hits; C. neoformans lysis, adenylate kinase release luminescence, 4 h; normalised: neutral wells 0, clomiphene wells 100; AID 651654;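 active = mean lysis activity across replicates of at least 80%, whatever share of replicates individually reach that level; inactive = mean lysis activity below 80%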
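Test system: log-phase Cryptococcus neoformans yeast cells. Input: 5 × 10^6 yeast cells/mL. Medium: fresh YPD growth medium. Doses: single dose. Incubation: static 4 h at 37 °C with compound, 1 h detection. Measured by: luminescent adenylate kinase detection reagent. Read-out: signal increase indicating cell lysis. Benchmarks: Clomiphene.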
FN deposition inh: fibronectin deposition inhibition | AH1F fibroblasts, Alexa488-fibronectin deposition fluorescence, overnight | inhibition, % at 12.6 µM | 350,000 compounds, 0.086% hits | AID 743247;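 active = mean inhibition across replicates of 30% or more, regardless of how many single replicates reach that level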;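 note: positive control wells lacked labelled fibronectin entirely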
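Test system: AH1F fibroblast monolayer depositing Alexa488-labelled fibronectin into matrix. Input: 10000 cells per well. Technique: fluorescence, ex 485 nm, em 525 nm. Buffer or medium: DMEM plus 2% serum, read in PBS. Timing: 1 h cell adhesion before compound, then overnight fibronectin incubation. Compound: single dose, pinned. Read-out basis: inhibition from reduced deposited-fibronectin fluorescence.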
Casp6 inh: inhibitors of human caspase-6; P55212; purified caspase-6, Z-VEID-R110 cleavage fluorescence; inhibition, % at 12.5 µM; 350,000 compounds, 0.53% hits; AID 686996;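 active = mean inhibition across replicates at least about 35%, with every replicate also reaching that limit, limit read from the data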;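 note: 0% = median of neutral control wells and 100% = no fluorescence left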
Target sequence (P55212 24-179 limits assumed): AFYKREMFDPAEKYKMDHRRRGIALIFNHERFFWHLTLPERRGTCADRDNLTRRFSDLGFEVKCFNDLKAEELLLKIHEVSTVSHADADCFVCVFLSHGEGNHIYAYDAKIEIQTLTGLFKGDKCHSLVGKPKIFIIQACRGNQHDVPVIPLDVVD
Target sequence (P55212 194-293 limits assumed): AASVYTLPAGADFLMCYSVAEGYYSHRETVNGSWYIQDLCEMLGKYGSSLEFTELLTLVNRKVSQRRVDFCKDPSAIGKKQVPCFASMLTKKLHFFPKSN
Numbers without * were called inactive; nt = no result given; & = joins results of further samples; ! = not active in a repeat; [ ] = remark or other dose. This is a random part of the collection; overall some 2.5% were active at least once.

SMILES	PAX8 reporter	miR122 inh	LGR2 inh	PGC1a acetyl inh	EWS-Fli block	Cneo AK release	FN deposition inh	Casp6 inh
N/C(=N\OC(=O)c1ccccc1Cl)c1ccncc1	-90	nt	-15	nt	-52	nt	nt	1
CCc1c(C)nc(SCC(=O)N2CCCCC2C)[nH]c1=O (configuration not stated)	-5	nt	7	nt	2	nt	6	1
COC(=O)C[C@H]1C[C@H]2c3cc(NC(=O)C4CCC4)ccc3O[C@H]2[C@@H](CO)O1	-5	4[16.7 µM]	-24	-4	-4	-13	5	-3
O=C(COc1cccc(C(F)(F)F)c1)Nc1ccccc1N1CCCCC1	7	-4	-5	nt	-6	0	-2	-3
CCC(C(=O)OCC(=O)NC1CCS(=O)(=O)C1)c1ccccc1 (configuration not stated)	3	nt	25	-48	-1	1	-13	3
CC(=O)C1=C(O)C(=O)N(CCNCCO)C1c1ccccc1 (configuration not stated)	nt	-9	nt	10	nt	-1	-9	nt
O=C(Nc1ccc(C(F)(F)F)cc1)N1C[C@@H]2N[C@H](C1)C2c1ccc(/C=C/c2ccccc2)cc1 (some centres not stated)	90*!	nt	2&1	73*!	6&-17	nt	4&-12	0&-1
O=C(COc1ccc(Cl)cc1)NNC(=O)c1cccnc1	13	0	9	12	-3	nt	15	2
COc1ccc(CN2CCNC(=O)C2CC(=O)NCc2ccc(C)s2)c(OC)c1 (configuration not stated)	18	nt	4	nt	5	nt	3	0
COC(=O)c1cc(S(=O)(=O)Nc2nn(C)c3cccc(F)c23)oc1C	10	nt	7	nt	10	nt	-1	-1
CC(=O)c1cccc(N(CC(=O)Nc2ccc(F)cc2F)S(C)(=O)=O)c1	nt	-3	-22	-53	nt	0	nt	nt
COc1ccc(NC(=O)c2ccccc2O)c(OC)c1	nt	14	-82	-22	-97	-6	nt	1
CCOC(=O)c1cnc2ccc(C)cc2c1NCCN1CCOCC1	16	0	-2	-9	-23	0	5	0
Cc1ccc(N2C(=N)SCC2=O)cc1Cl	9	-4	6	2	nt	3	2	nt
CCC(=O)c1ccc(OCC(=O)OCC(=O)c2cc(C)n(C)c2C)cc1	7	-6	7	nt	-5	-3	nt	36*
CCOc1ccc2[nH]cc(S(=O)(=O)c3ccc(F)cc3)c(=O)c2c1	5	7	nt	-13	0	-5	-12	-1
COc1cccc(OC)c1C(=O)Nc1ccncc1	3	nt	-5	nt	11	nt	12	2
O=C1C2CC(O)CN2C(=O)N1c1ccccc1 (configuration not stated)	-19	nt	-10	nt	0	nt	-3	0
Cc1cccc(C(=O)O[C@H]2[C@H](C)NS(=O)(=O)[C@H]3CC4C=C[C@]23O4)c1	-13	-6	6	nt	-9	0	-43	-1
Cc1ccc(S(=O)(=O)CCC(=O)OCc2ccccc2)cc1	-3	nt	-26	-1	-8	nt	0	0
Cc1cc2c(=O)cc(-c3ccccc3)oc2c(C(=O)O)c1C	-13	nt	-4	nt	-15	nt	4	2
Nc1nnc(SCC(=O)c2cccc([N+](=O)[O-])c2)s1	18	nt	3	nt	3	nt	1	-2
Cc1cc(C(=O)Nc2cccc3c2O[C@@H](CN(C)Cc2ccc(C(=O)O)cc2)[C@@H](C)CN([C@H](C)CO)C3=O)n(C)n1	-17	6[16.7 µM]	2	-2	nt	2	nt	2
CN(C)CC(=O)N1[C@@H](CO)[C@@H](c2ccccc2)C12CN(CCC(F)(F)F)C2	0	nt	-15	-2	-5	nt	0	4
O=C(NC1CCC1)[C@@H]1[C@@H](CO)[C@@H]2Cn3c(ccc(-c4cncnc4)c3=O)[C@@H]2N1C(=O)NC1CCCC1	4	6[16.7 µM]	-12	nt	0	4	nt	0

Full records, quoted from the list:
`Cc1cccc(C(=O)O[C@H]2[C@H](C)NS(=O)(=O)[C@H]3CC4C=C[C@]23O4)c1` across the screens: PAX8 reporter = -13; miR122 inh = -6; LGR2 inh = 6; PGC1a acetyl inh = nt; EWS-Fli block = -9; Cneo AK release = 0; FN deposition inh = -43; Casp6 inh = -1
`CC(=O)c1cccc(N(CC(=O)Nc2ccc(F)cc2F)S(C)(=O)=O)c1` across the screens: PAX8 reporter = nt; miR122 inh = -3; LGR2 inh = -22; PGC1a acetyl inh = -53; EWS-Fli block = nt; Cneo AK release = 0; FN deposition inh = nt; Casp6 inh = nt

Further results follow:
SMILES	PAX8 reporter	miR122 inh	LGR2 inh	PGC1a acetyl inh	EWS-Fli block	Cneo AK release	FN deposition inh	Casp6 inh
Cc1ccc(Cl)cc1N1CCN(C(=O)C2CCC(=O)N2C(C)C)CC1 (configuration not stated)	-8	-3	5	9	3	1	-6	3
C[C@H](CO)N1C[C@H](C)[C@@H](CN(C)C)Oc2cc(C#Cc3ccncc3)ccc2S1(=O)=O	nt	-3[16.7 µM]	-18	7	1	4	-15	0
COc1ccc(S(=O)(=O)N(C)C[C@H]2Oc3ccc(NS(=O)(=O)c4cn(C)cn4)cc3C(=O)N([C@@H](C)CO)C[C@@H]2C)cc1	nt	-4[16.7 µM]	-7	5	-6	nt	nt	nt
CCOC(=O)c1sc(=S)n(-c2ccc(Cl)cc2)c1SC	-13	-1	nt	-2	nt	-1	-9	nt
COc1ccc(NC(=O)Nc2cccc3c2O[C@H](CN(C)S(=O)(=O)c2ccc(C)cc2)[C@@H](C)CN([C@H](C)CO)C3=O)cc1	-11	2[16.7 µM]	33	0	-9	-4	nt	0
Nn1c(SCc2ccccc2F)nnc1-c1ccncc1	-5	-3	-14	-11	-12	7	3	-2
COC(=O)CCSCC(=O)N1N=C(c2ccc(Br)cc2)CC1c1cccc(OC)c1OC (configuration not stated)	-7	nt	-2	nt	9	nt	-8	2
COc1ccc(S(=O)(=O)N(C)C[C@H]2OCCCC[C@H](C)Oc3ccc(N(C)C)cc3C(=O)N([C@@H](C)CO)C[C@@H]2C)cc1	31	2[16.7 µM]	-2	-7	8	-9	nt	4
CCC1(C(=O)c2ccccc2)C2c3cc(Br)ccc3OC(=O)C21C(=O)N1CCOCC1 (configuration not stated)	nt	-1	-23	8	nt	1	nt	nt
COc1ccc(NC(=O)NC2(C(=O)N3CCN(C)CC3)CCCCC2)cc1	-25	3	-2	-8	-12	0	0	-1
O=C(Nc1nccs1)C1CCN(S(=O)(=O)c2ccc3c(c2)OCCCO3)CC1	nt	-4	8	-6	11	3	nt	3
COc1ccc(S(=O)(=O)N2CCOC23CCN(C(=O)c2ccc(Cl)cc2Cl)CC3)cc1	4	11	5	-18	nt	8	15	0
C[C@H]1CCCCO[C@H](CN(C)C(=O)Nc2cccc3ccccc23)[C@@H](C)CN([C@@H](C)CO)C(=O)c2cc(NC(=O)Nc3ccc4c(c3)OCO4)ccc2O1	21	-5[16.7 µM]	12	19	5	-2	nt	-2
COc1ccc(NC(=O)CSc2nnc(Cc3cccn3C)n2-c2ccc(F)cc2)cc1OC	6	-6	-5	0	-2	0	0	2
CNC(=O)C[C@H]1CC[C@H]2[C@H](COc3ccc(NC(=O)Nc4ccc(Cl)cc4)cc3C(=O)N2C)O1	-2	8[16.7 µM]	-9	0	-11	1	nt	2
CSc1cccc(NC(=O)C2(S(=O)(=O)c3ccc(C)cc3)CC2)c1	7	-4	3	-25	1	-3	8	2
CCS(=O)(=O)NCC[C@@H]1CC[C@@H](NC(=O)C2CCOCC2)[C@H](CO)O1	5	nt	-2	-10	3	0	4	1
CC1(C)CC(O)CC(C)(C)N1CC(O)COCc1ccccc1 (configuration not stated)	-2	-3	27	16	5	0	4	-1
COc1ccccc1NC(=O)CCN1CCCCCC1	nt	-1	nt	-2	nt	-3	-6	nt
O=c1ccn(Cc2ccccc2)c(SCc2ccccc2)n1	nt	nt	-7	nt	4	nt	2	1
CC(C)(C)NC(=S)N1CCC(C(=O)c2ccc(Cl)cc2)CC1	-22	1	-3	10	-6	19	-1	-6
CC(=O)N1[C@@H]2Cn3c(ccc(-c4cccnc4)c3=O)[C@H]1[C@@H](C(=O)N1CCc3ccccc3C1)[C@@H]2CO	6	nt	24	nt	-13	-1	nt	-1
Cc1ccc(S(=O)(=O)N(C)CC(=O)NNC(=O)Cc2ccccc2F)cc1	2	3	11	-6	-3	0	2	0
Cc1cc(C)cc(NC(=O)c2cc3c(=O)n4ccccc4nc3s2)c1	-5	nt	22	nt	11	2	-5	-1
CN(CC(=O)Nc1ccc(SC(F)F)cc1)C1CCCCC1	4	nt	-2	nt	-4	nt	-8	-4
Additional results follow:
SMILES	PAX8 reporter	miR122 inh	LGR2 inh	PGC1a acetyl inh	EWS-Fli block	Cneo AK release	FN deposition inh	Casp6 inh
CC(C)CNc1ncnc2c1ncn2[C@H]1CN(Cc2ccc(C(=O)O)cc2)C[C@@H](CO)O1	-3	-2	16	10	-6	1	-14	17
Nc1ccc(S(=O)C(F)(F)F)cc1 (configuration not stated)	-7	nt	13	nt	-7	nt	0	4
Cc1cc(C(=O)OCC(=O)N2CC(C)OC(C)C2)ccc1[N+](=O)[O-] (configuration not stated)	-5	nt	-21	nt	-9	nt	-3	-1
Cc1ccccc1OCCCc1c(C)n[nH]c1C	-17	nt	-4	2	-57	nt	-5	2
CCCN1CN=C(Nc2nc3ccccc3o2)NC1	-75	-6	-28	2	-70	0	-3	-5
CCCNC(=O)Nc1ccc2c(c1)OC[C@H](C)N(CCC)C[C@@H](C)[C@@H](OC)CN(C)C2=O	1	-25[16.7 µM]	1	-20	-1	1	1	1
COc1ccc(C(=O)NCCNC(=O)c2ccccn2)cc1	-29	5	0	8	1	39	1	-4
Cc1cc(NC(=O)CSc2nc(Cc3ccc(O)cc3)c(C)[nH]2)no1	-3	-2	9	-14	3	-1	-9	0
CN1CCCCC(NC(=O)c2ccc3ccccc3c2)C1=O (configuration not stated)	-72	nt	-17	nt	-76	nt	2	6
CCc1cc(=O)oc2cc(C)cc(OCC(=O)NCCCn3ccnc3)c12	-7	nt	-5	nt	4	0	-19	-4
CN1CCN(C(=O)c2cc3c(c(-c4cccc(-c5cccc(F)c5)c4)n2)[C@H](CCO)N(S(=O)C(C)(C)C)C3)CC1 (some centres not stated)	-4	nt	-9	-23	-8	-1	1	2
O=C(Cc1ccc(Cl)cc1)N1CCN(c2ccc(F)cc2)CC1	13	nt	16	nt	5	0	1	0
Cc1cc(C(=O)Nc2ccncc2)c(C)o1	-3	-12	3	5	1	0	0	3
C[C@@H]1CN([C@H](C)CO)C(=O)c2cc(NC(=O)Cc3ccccc3)ccc2O[C@@H](C)CCCCO[C@H]1CN(C)C	-3	8[16.7 µM]	-16	5	-1	nt	nt	nt
COc1ccc(Nc2nc(NCC3CCCO3)nc(N)c2[N+](=O)[O-])cc1 (configuration not stated)	1	nt	nt	nt	-1	nt	2	-1
CCCOc1ccc(C2C(=O)N(C3CCCCCC3)CC(=O)N2Cc2ccco2)cc1OC (configuration not stated)	nt	-4	-5	-20	nt	9	9	nt
O=C(CSc1nnc(NC(=O)c2ccccc2[N+](=O)[O-])s1)NC1CCCC1	-16	-5	-1	nt	-9	-7	0	0
CCOC(=O)C1=CCN(S(=O)(=O)c2ccc(Cl)cc2)C1c1cccc(Cl)c1 (configuration not stated)	0	nt	21	nt	-5	nt	0	0
COc1ccc(Cl)cc1C(=O)N1CCN=C1SC	-3	nt	0	1	0	0	-18	-1
CCOC(=O)C1(Cc2cccc(OC)c2)CCN(Cc2cccc3c2OCO3)CC1	15	-5	16	-5	-2	-1	4	4
COc1ccc(CN(C)C[C@@H]2Oc3ccc(NS(=O)(=O)c4ccc(C)cc4)cc3C(=O)N([C@H](C)CO)C[C@@H]2C)cc1	-3	-4[16.7 µM]	3	-8	0	0	nt	0

High-throughput results: PubChem, Broad Institute
